Screening data from PubChem BioAssay.
GC-A act: GC-A stimulated cGMP production enhancers – HEK293 GC-A cells, cGMP TR-FRET, EC30 ANP, primary screen | 370,000 compounds, 0.14% hits | 0% at EC30 ANP, 100% saturating ANP | activation, % at 10 µM | AID 1671463, 2021; in the data active means activation above about 40%
NPR2 activator: human GC-B receptor activators, primary screen, HEK293 GC-B cells, cGMP TR-FRET, EC30 CNP. 0% at EC30 CNP, 100% saturating CNP. activation, % at 10 µM. 370,000 compounds, 0.11% hits. AID 1920062, 2024;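 active means activation at 10 µM reaching about 35% in either raw or pattern-adjusted values, limit read from the data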
Target sequence (P20594 whole entry, looked up): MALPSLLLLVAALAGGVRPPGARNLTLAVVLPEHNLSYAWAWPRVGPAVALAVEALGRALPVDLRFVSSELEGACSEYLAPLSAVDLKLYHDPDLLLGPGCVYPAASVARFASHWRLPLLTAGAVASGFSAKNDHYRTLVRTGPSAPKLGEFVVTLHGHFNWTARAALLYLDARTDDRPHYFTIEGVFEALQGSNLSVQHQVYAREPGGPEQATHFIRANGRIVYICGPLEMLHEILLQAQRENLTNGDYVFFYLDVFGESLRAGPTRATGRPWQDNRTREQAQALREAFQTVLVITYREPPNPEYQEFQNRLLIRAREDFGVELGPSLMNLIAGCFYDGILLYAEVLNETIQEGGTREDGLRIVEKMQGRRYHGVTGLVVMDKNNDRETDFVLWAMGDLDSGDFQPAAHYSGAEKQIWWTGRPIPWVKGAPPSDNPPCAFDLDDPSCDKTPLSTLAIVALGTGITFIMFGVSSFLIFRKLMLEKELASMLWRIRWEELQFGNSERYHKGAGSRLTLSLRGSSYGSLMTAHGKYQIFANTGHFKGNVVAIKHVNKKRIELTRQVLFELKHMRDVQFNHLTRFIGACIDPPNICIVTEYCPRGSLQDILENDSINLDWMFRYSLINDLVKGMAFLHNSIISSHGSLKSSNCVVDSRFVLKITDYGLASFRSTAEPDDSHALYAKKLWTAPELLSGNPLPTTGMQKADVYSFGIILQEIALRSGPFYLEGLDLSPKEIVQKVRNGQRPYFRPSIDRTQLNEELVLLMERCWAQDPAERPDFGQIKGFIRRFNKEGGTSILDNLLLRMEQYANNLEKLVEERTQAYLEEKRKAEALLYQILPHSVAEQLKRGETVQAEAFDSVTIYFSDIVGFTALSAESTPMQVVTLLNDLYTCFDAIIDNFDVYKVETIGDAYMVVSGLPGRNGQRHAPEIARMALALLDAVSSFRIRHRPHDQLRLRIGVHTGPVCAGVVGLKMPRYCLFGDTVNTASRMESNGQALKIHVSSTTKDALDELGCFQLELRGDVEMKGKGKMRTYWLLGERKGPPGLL
PG9 binder: binders of HIV-1 gp120 antibody PG9, primary screen, biochemical, TR-FRET; TR-FRET gp120-PG9 antibody binding; HIV-1 gp120 / PG9 antibody interaction; inhibition, % at 6.7 µM; 360,000 compounds, 0.43% hits; in the data active means inhibition above about 8.5%
HTRA1 inh: HTRA1 serine protease inhibitors, primary screen, biochemical, fluorescence polarization, HTS | Q92743 | recombinant HTRA1, FP-rhodamine activity-based probe | 340,000 compounds, 0.5% hits | inhibition, % at 5.96 µM; in the data active means inhibition above about 36%;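 further: 0% = enzyme with DMSO and 100% = wells lacking enzyme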
ABHD4 inh: ABHD4 inhibitors, primary screen, biochemical, fluorescence polarization, mouse; inhibition, % at 8.92 µM; 370,000 compounds, 0.54% hits; purified mABHD4, FP-Rh probe fluorescence polarization; (Lyso)-N-acylphosphatidylethanolamine lipase (Mus musculus), Q8VD66;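 active means inhibition exceeding the mean over every tested compound plus 3 SD, cut at about 30% in these data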;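 further: 0% = plate median of compound wells and 100% = S159A mutant with DMSO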
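Test system: mABHD4 protein; Read-out basis: % inhibition; Incubation: 45 min + 60 min at 25 °C; Repeats: single replicate; Technique: fluorescence polarization with parallel and perpendicular emission, 525/598 nm; Compound: 8.92 µM, single dose; Benchmarks: full inhibition S159A mutant plus DMSO, zero as sample-well median.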
ARFGAP1 inh: inhibitors of rat ARFGAP1 GAP activity, primary screen, biochemical, fluorescence polarization, GDP tracer; inhibition, % at 16.5 µM; 360,000 compounds, 0.26% hits; AID 651572, 2012; ADP-ribosylation factor GTPase-activating protein 1 (Rattus norvegicus), Q62848; Arfgap1-stimulated ARF1 GTP hydrolysis, GDP FP detection;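 active means inhibition above a per-plate limit, mean inhibition of low control wells plus 3 SD, cut at about 25% in these data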;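 further: 0% = DMSO wells with enzyme and 100% = wells lacking Arfgap1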
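Replicates: Single well per compound | Assay system: Truncated rat Arfgap1 GAP domain | Control set: No-Arfgap1 wells (100%) versus DMSO full-reaction wells (0%) | Times: Enzyme reaction 120 min at 25 °C after 20 min preincubation | Reagent: Human ARF1(Δ1-17)-GTP substrate | Measured by: Tracer-displacement fluorescence polarization with EDTA stop, 620/688 nm | Measure: Percent inhibition of Arfgap1-stimulated GTP hydrolysis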
ASAP1 inh: inhibitors of human ASAP1 ArfGAP activity, primary screen, biochemical, fluorescence polarization. ASAP1-stimulated ARF1 GTP hydrolysis, GDP FP detection. 360,000 compounds, 0.19% hits. inhibition, % at 16.5 µM. Arf-GAP with SH3 domain, ANK repeat and PH domain-containing protein 1 (Homo sapiens), …; in the data active means inhibition above about 25%;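 further: 0% = vehicle with enzyme and substrate and 100% = no enzyme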
SMARCA2 act: SMARCA2 (BRM) function activators, primary screen, cell-based, luminescence, high throughput. activation, % at 9.1 µM. 370,000 compounds, 1% hits. MG213 cells, MMTV-luciferase reporter, dexamethasone, overnight. AID 652017, 2013; in the data active means activation above about 7.8%;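 further: 0% = vehicle wells and 100% = reference activator wells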
Rev-erbA mod: modulators of Rev-erb alpha DNA binding, primary screen, biochemical, FITC-DNA, fluorescence polarization, uHTS | 370,000 compounds, 0.79% hits | activity, % at 10 µM | AID 1259318, 2017 | Rev-erbα–FITC-DNA binding, 90 min | Nuclear receptor subfamily 1 group D member 1 (Homo sapiens), P20393;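 active means activity above about 14%, limit read from the data; passing the limit was not always enough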;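 further: 0% = DMSO wells with 35 nM protein and 100% = DMSO wells with 750 nM protein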
rCAG binder: binders of r(CAG) RNA repeats, primary screen, biochemical, fluorescence | inhibition, % at 3 µM | AID 651821, 2012 | r(CAG) RNA repeat, TO-PRO-1 dye displacement fluorescence | 370,000 compounds, 1.3% hits;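 active means inhibition above the plate cutoff, the mean of all test compounds on that plate plus 3 SD, cut at about 35% in these data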;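 further: 0% = DMSO alone and 100% = 100 µM mitoxantrone as full dye displacement; higher means more dye released from RNA so lower well fluorescence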
* = called active by the depositor; . = no result given.

SMILES	GC-A act	NPR2 activator	PG9 binder	HTRA1 inh	ABHD4 inh	ARFGAP1 inh	ASAP1 inh	SMARCA2 act	Rev-erbA mod	rCAG binder
Cc1ccc2c(=O)n3c(nc2c1)C(Cc1ccccc1)NC(=O)c1ccc(Cl)cc1-3 (stereo unspecified)	-2	9	0.3	.	-11	-12	-4	0	3	10
C=CCn1c(SCC(=O)N2CCCCC2)nnc1-c1ccncc1	-5	-1	-1.9	-6	4	7	-5	-1	-6	-4
Cc1ccnc(N2CCC(C(=O)Nc3cccc(C(F)(F)F)c3)CC2)n1	1	-8	1.7	-8	-15	-5	-7	-4	1	-3
CC1=C(C(=O)N2CCOCC2)CC(CC(=O)NC2CC2)C(=O)N1CCC1=CCCCC1 (stereo unspecified)	1	1	-0.1	.	-3	14	6	-5	1	0
COc1ccc(NC(=O)c2ccc3ccccc3c2)cc1NS(=O)(=O)c1ccc(F)cc1	2	-2	-0.1	-14	0	12	6	-2	0	14
O=C(CN1C(=O)NC2(CCCc3ccccc32)C1=O)NCc1cccs1 (stereo unspecified)	-2	0	-3.3	2	4	1	-2	3	8	0
Cc1ccc(S(=O)(=O)N2CCC(=O)N([C@H](COCc3ccc(Cl)cc3)Cc3ccccc3)CC2)cc1	1	1	1.2	.	5	-3	3	-1	0	3
O=C1CCN(C(=O)Nc2ccccc2Cl)N1	8	3	0.3	0	5	1	-10	-1	0	0
CCNC(=S)NNC(=S)NCc1ccccc1	-1	4	-0.2	3	1	8	8	-2	1	2
CCN(c1ccccc1)S(=O)(=O)c1cccc(C(=O)N(C)CCOc2ccccc2)c1	-3	-1	1.4	-5	-13	-5	3	0	4	-5
COc1cccc(-n2nnnc2SCC(=O)Nc2cccc(NC(C)=O)c2)c1	-8	-7	-1.1	-1	-6	7	-6	-1	3	3
Fc1ccc(C(CCNCc2cccs2)c2ccco2)cc1 (stereo unspecified)	-23	-21	-1.6	-7	-1	3	2	-3	-12	-6

A run of entries of the results above, as a working copy:
SMILES	GC-A act	NPR2 activator	PG9 binder	HTRA1 inh	ABHD4 inh	ARFGAP1 inh	ASAP1 inh	SMARCA2 act	Rev-erbA mod	rCAG binder
CCNC(=S)NNC(=S)NCc1ccccc1	-1	4	-0.2	3	1	8	8	-2	1	2
CCN(c1ccccc1)S(=O)(=O)c1cccc(C(=O)N(C)CCOc2ccccc2)c1	-3	-1	1.4	-5	-13	-5	3	0	4	-5
COc1cccc(-n2nnnc2SCC(=O)Nc2cccc(NC(C)=O)c2)c1	-8	-7	-1.1	-1	-6	7	-6	-1	3	3
Fc1ccc(C(CCNCc2cccs2)c2ccco2)cc1 (stereo unspecified)	-23	-21	-1.6	-7	-1	3	2	-3	-12	-6

The list continues.
SMILES	GC-A act	NPR2 activator	PG9 binder	HTRA1 inh	ABHD4 inh	ARFGAP1 inh	ASAP1 inh	SMARCA2 act	Rev-erbA mod	rCAG binder
CCC(CO)NC1=CC(=O)CCC1 (stereo unspecified)	2	-4	-2.1	-3	-3	2	0	5	10	-1
CC(=O)N1CCN(S(=O)(=O)c2cccc(C(=O)NNC(=O)COc3c(C)cccc3C)c2)CC1	2	7	-3.4	4	0	-2	-4	-3	4	6
O=S(=O)(Nc1cc(Cl)ccc1-n1cncn1)c1ccc(F)cc1	3	1	0.5	-1	0	6	7	2	-4	8
CC1=C(C(N)=O)C(c2ccccc2)n2nc(-c3cccc(C)c3)nc2N1 (stereo unspecified)	0	-3	-2.3	-7	-4	-8	14	-1	-3	1
Cc1cc2c(cc1C)C(c1cccc([N+](=O)[O-])c1)CC(=O)N2 (stereo unspecified)	-8	-2	0.9	4	10	12	-5	-4	1	0
Cc1ccc(NC(=O)c2cc(-c3ccc(C)o3)nc3ccccc23)cc1	14	10	0.8	-25	-8	-3	3	-2	2	19
CC(/C=N/n1c(-c2ccncc2)n[nH]c1=S)=C\c1ccco1	-11	-16	3.0	.	9	3	2	-5	-3	21
CCn1c(SCC(=O)N/N=C/C=C/c2ccccc2[N+](=O)[O-])nnc1-c1ccccc1	0	-7	-0.2	6	8	7	-13	-5	-6	-3
COc1ccc(NS(=O)(=O)c2cccc(C(=O)NNC(=O)NCCCl)c2)cc1	3	0	2.3	1	-2	-1	-3	-1	1	3
CSc1ccccc1OCc1cc(C(=O)NC2CCOC2)no1 (stereo unspecified)	14	4	-1.6	-10	-1	-4	-12	7	-2	2
CCn1cc(/C=C(\NC(=O)c2ccccc2OC)C(=O)N2CCN(C)CC2)c2ccccc21	0	3	-2.7	4	12	-8	-1	3	6	-8
O=C(O)[C@H]1CCCC[C@H]1C(=O)Nc1ccc(S(=O)(=O)N2CCOCC2)cc1	0	3	-0.4	0	2	-2	-4	-1	0	3
CCOC(=O)C1CCN(C(=O)CCC(=O)NCCc2ccc(Cl)cc2)CC1	6	2	0.8	7	-1	9	3	-3	1	-8
O=C(NCc1ccccc1)c1ccc(CSc2ccccc2)o1	0	6	-1.8	-20	-13	-4	-6	-5	-5	-6
COc1ccc(/C=C/C(=O)NC(C)(C)C)cc1S(=O)(=O)N1CCOCC1	0	-1	0.3	10	-5	-2	24	-1	-3	-5
O=[N+]([O-])c1ccc(N2CCN(c3nc(-c4ccc(Cl)cc4)cs3)CC2)cc1	4	3	0.2	5	-16	9	9	1	-1	7
C=CCNC(=O)C(C)N1C(=O)c2ccccc2C1=O (stereo unspecified)	6	3	0.6	-5	1	7	15	-1	-4	1
O=C(O)CSc1nnc(-c2ccc(Cl)cc2Cl)n1-c1ccc(Cl)cc1	-3	-2	-1.4	-5	3	0	10	-2	-10	12
Cc1cc(C(=O)N/N=C/c2ccc(-c3cccc(Br)c3)o2)n[nH]1	7	2	1.7	.	3	2	-1	-3	-4	12
O=C(COc1ccccc1[N+](=O)[O-])NCC1(N2CCCCC2)CCCCC1	-2	8	0.6	2	-4	-18	-11	-2	6	-1
O=C(Cn1nnc(-c2ccc(CN3CCOCC3)cc2)n1)N(c1ccccc1)c1ccccc1	0	3	3.5	2	1	17	1	-2	1	-6
CCOC(=O)CCCC(=O)Nc1ncnc2c1C(c1ccccc1)c1c(ccc3ccccc13)O2 (stereo unspecified)	-9	-15	-0.8	-90	-13	6	4	-2	2	5
COc1cc(C2C(C(N)=O)=C(C)Nc3nc(CCCO)nn32)cc(OC)c1OC (stereo unspecified)	0	-3	-0.6	-2	0	4	-5	1	-3	-5
COc1ccc(-n2c(COc3cccc4ccccc34)nnc2SCC#N)cc1	-23	-25	-0.6	-20	-15	-4	-11	0	2	0

Single records, as listed above:
CCOC(=O)C1CCN(C(=O)CCC(=O)NCCc2ccc(Cl)cc2)CC1 is entered as GC-A act = 6; NPR2 activator = 2; PG9 binder = 0.8; HTRA1 inh = 7; ABHD4 inh = -1; ARFGAP1 inh = 9; ASAP1 inh = 3; SMARCA2 act = -3; Rev-erbA mod = 1; rCAG binder = -8
COc1ccc(/C=C/C(=O)NC(C)(C)C)cc1S(=O)(=O)N1CCOCC1 is entered as GC-A act = 0; NPR2 activator = -1; PG9 binder = 0.3; HTRA1 inh = 10; ABHD4 inh = -5; ARFGAP1 inh = -2; ASAP1 inh = 24; SMARCA2 act = -1; Rev-erbA mod = -3; rCAG binder = -5

The list goes on.
SMILES	GC-A act	NPR2 activator	PG9 binder	HTRA1 inh	ABHD4 inh	ARFGAP1 inh	ASAP1 inh	SMARCA2 act	Rev-erbA mod	rCAG binder
CCCCNC(=O)Nc1nc(SCC(=O)OCC)n[nH]1	3	2	-0.3	-1	3	10	-11	-1	-1	0
O=C(CCNS(=O)(=O)c1ccc(Br)cc1)NCC1CCCO1 (stereo unspecified)	0	0	1.7	-7	0	1	2	-2	3	2
CC(=O)Nc1ccc(S(=O)(=O)NNC(=O)c2cc3c4ccccc4n(C)c3s2)cc1	1	-4	2.9	-27	-20	-9	1	-8	14	36*
COc1cc(SC)ccc1C(=O)Nc1ccc2c(c1)OCO2	.	.	-0.8	-24	6	13	17	2	.	1
Cc1ccc(NC(=O)C2CCN(S(=O)(=O)c3ccccc3)CC2)cc1	4	-3	-0.1	-1	-4	-6	4	0	-2	0
C=CCC[C@H](Cc1ccc(F)cc1)C(=O)OC[C@H]1CCCN1C(=O)[C@@H](CC=C)CC(=O)NCCO	3	-3	-2.7	7	3	-6	6	-1	13	-3
CCOC(=O)[C@]12CCCC=C1N(Cc1ccco1)C(=O)[C@H](CC(=O)NCc1cccs1)C2	0	3	0.2	.	6	-1	-2	-3	-6	5
Cc1ccc(CNC(=O)C2CCC(=O)N2Cc2ccc(C)cc2)cc1 (stereo unspecified)	2	3	0.7	-1	5	17	3	-3	-1	2
COc1ccc(Br)cc1/C=C\C(=O)NCc1cccnc1	-5	-3	0.3	-61	-6	4	-10	-2	-5	0
CN(C)/C=C1\C(=O)N(C)N=C1C(F)(F)F	-1	1	-2.7	2	-7	-1	4	0	-3	2
O=C(Nc1ccccc1Oc1cccnc1)C1CCCN(C/C=C/c2ccc(F)cc2)C1 (stereo unspecified)	-1	-3	0.4	-12	-3	-8	6	0	2	-5
CCN(CC)C(=O)C1CCCN(Cc2ccc(N(C)C)cc2)C1 (stereo unspecified)	-2	5	1.4	0	4	-4	3	1	-1	-4
CSc1ccc(S(=O)(=O)NCC(=O)OCC(=O)NC2(C#N)CCCCC2)cc1[N+](=O)[O-]	0	-3	2.0	2	-5	-7	3	-1	0	6
O=C1NC(NS(=O)(=O)c2ccc(Cl)cc2)(C(F)(F)F)C(=O)N1CCc1ccccc1 (stereo unspecified)	1	0	1.5	.	9	-11	-9	0	-3	21
